Screening results (PubChem BioAssay)
CHO-K1 Ca antag – counter-screen for M1 antagonists: effect in parental CHO-K1 cells. ATP-induced calcium, Fluo-8 fluorescence. AID 602250. 360,000 compounds, 0.6% hits. inhibition, % at 3 µM;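 active = inhibition above a per-plate cutoff, the plate's mean sample inhibition plus 3 SD, cut at about 24% in these data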;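 note: 0% = DMSO plus EC80 ATP and 100% = DMSO alone without ATP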
M1 ag parental – M1 agonist counterscreen hit in parental CHO-K1 cells. Fluo-8 calcium fluorescence; scaled to maximal ATP response, vehicle zero. activation, % at 3 µM. 360,000 compounds, 0.48% hits; in the data active = activation above about 15%;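 note: untransfected CHO-K1 host cells lacking M1 receptor as counterscreen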
CHO-K1 Ca PAM – M1 PAM counterscreen hit in parental CHO-K1 cells; ATP EC20, Fluo-8 calcium fluorescence; 0% at ATP EC20, 100% at ATP max; activation, % at 3 µM; 360,000 compounds, 0.02% hits; AID 602247;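 active = activation above the run cutoff, the mean activation of all test compounds plus 3 SD, cut at about 40% in these data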;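 note: peak over basal fluorescence ratio in a 140 s read after ATP addition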
V1aR counter – counter-screen for oxytocin receptor agonists: human V1a receptor agonists | P37288 | CHO-V1R cells, Fluo-8 calcium fluorescence, agonist mode; 0% DMSO, 100% 3 nM vasopressin | activation, % at 3 µM | 320,000 compounds, 0.25% hits | AID 2797;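 active = activation above the mean activation of all tested compounds plus 3 SD, per screening run, cut at about 20% in these data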;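 note: signal is peak over basal fluorescence ratio across a 100 second FLIPR read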
Target sequence (P37288 whole entry, looked up): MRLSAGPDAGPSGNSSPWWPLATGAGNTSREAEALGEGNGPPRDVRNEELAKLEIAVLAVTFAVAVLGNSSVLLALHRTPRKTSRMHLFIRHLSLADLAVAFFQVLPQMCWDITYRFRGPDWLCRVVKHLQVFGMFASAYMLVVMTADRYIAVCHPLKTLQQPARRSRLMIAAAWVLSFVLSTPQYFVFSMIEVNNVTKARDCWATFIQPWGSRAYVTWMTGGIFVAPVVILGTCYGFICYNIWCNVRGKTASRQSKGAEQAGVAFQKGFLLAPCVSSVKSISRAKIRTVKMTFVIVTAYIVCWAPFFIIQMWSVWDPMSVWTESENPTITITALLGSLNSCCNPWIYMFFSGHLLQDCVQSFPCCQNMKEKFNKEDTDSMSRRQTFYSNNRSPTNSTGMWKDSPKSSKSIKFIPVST
GPR7 antagonist – antagonists of human GPR7 (neuropeptides B/W receptor 1); GPR7-expressing cells, fluorescence antagonist assay; inhibition, % at 4.4 µM; 290,000 compounds, 1.1% hits; in the data active = inhibition above about 16%, passing the limit was not always enough;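 note: cells stimulated with the agonist NPW; 0% = agonist with vehicle and 100% = vehicle without agonist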
Target sequence (P48145 whole entry, looked up): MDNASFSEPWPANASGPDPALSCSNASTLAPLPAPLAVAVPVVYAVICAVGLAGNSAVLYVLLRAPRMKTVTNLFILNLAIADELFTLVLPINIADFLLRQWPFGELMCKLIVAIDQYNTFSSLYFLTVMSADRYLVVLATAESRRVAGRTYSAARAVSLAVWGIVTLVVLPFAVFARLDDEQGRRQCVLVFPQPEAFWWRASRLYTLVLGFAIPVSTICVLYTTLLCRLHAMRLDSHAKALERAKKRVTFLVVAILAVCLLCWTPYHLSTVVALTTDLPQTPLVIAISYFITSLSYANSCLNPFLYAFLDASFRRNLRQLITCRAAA
OXTR agonist – human OXTR agonism; CHO-OTR cells, Fluo-8 calcium fluorescence; normalized: DMSO 0%, oxytocin 100%; 320,000 compounds, 0.32% hits; activation, % at 3 µM; P30559;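 active = activation above the mean of all tested compounds plus 3 SD, cutoff set per screening run, cut at about 20% in these data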;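 note: peak over basal fluorescence ratio from a 100 s FLIPR kinetic read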
CHO parental Ca – counter-screen: ATP calcium response change in parental CHO cells | inhibition, % at 5.6 µM | parental CHO-K1, ATP-induced calcium, Fluo-8 fluorescence | AID 463079 | 330,000 compounds, 0.63% hits;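 active = inhibition above that plate's mean sample inhibition plus 3 SD, cut at about 26% in these data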;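 note: 0% = ATP-challenged DMSO wells and 100% = DMSO wells without ATP; some compounds past the cut are filed as inactive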
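Material: parental CHO cells / Compound: single nominal dose of 5.6 µM per compound / Signal: Fluo-8 fluorescence / Replicates: singlicate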
TAAR1 antag – antagonists of human TAAR1; AID 624466; CHO RD-HGA16 TAAR1, Fluo-8 calcium fluorescence, antagonist; 360,000 compounds, 1.5% hits; Q96RJ0; inhibition, % at 3 µM;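 active = inhibition above a per-plate cutoff, the mean inhibition of test compounds on that plate plus 3 SD, cut at about 49% in these data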;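 note: 0% = DMSO plus EC80 beta-PEA response and 100% = DMSO alone without agonist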
Target sequence (Q96RJ0 whole entry, looked up): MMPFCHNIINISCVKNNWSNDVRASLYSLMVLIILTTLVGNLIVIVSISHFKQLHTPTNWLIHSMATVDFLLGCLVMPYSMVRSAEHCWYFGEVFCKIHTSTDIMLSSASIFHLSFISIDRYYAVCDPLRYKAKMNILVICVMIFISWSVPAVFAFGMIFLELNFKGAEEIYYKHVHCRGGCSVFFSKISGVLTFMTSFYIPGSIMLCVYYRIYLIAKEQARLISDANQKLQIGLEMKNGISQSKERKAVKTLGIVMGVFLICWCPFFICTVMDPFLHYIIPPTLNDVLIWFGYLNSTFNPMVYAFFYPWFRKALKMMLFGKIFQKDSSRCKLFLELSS
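Material: RD-HGA16 CHO cells with stable hTAAR1 and Gα16; Dosing: single nominal final test compound concentration of 3 µM; Schedule: seeding 17-24 h prior, 75-min 37 °C, 30-min RT dye loading; Detection: kinetic Fluo-8 calcium fluorescence measurement; Measure: % inhibition from peak post-agonist over basal fluorescence ratio; Benchmarks: vehicle and agonist controls.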
OXTR potentiator – potentiators of human oxytocin receptor; 320,000 compounds, 0.061% hits; CHO-OTR cells, Fluo-8 calcium fluorescence, potentiator mode; 0% = oxytocin EC15, 100% = EC100; P30559; activation, % at 3 µM;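 active = activation above that plate's cutoff, the mean activation of tested compounds plus 3 SD, cut at about 6.6% in these data, passing the limit was not always enough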;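 note: 100% uses oxytocin at 75 nM as the full agonist control; some results filed as inactive read as strong as hits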
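Material: CHO-OTR cells, human receptor; compound dosing: single dose, 3.0 µM nominal final compound concentration; schedule: 6 min compound pre-incubation at room temperature, 100 s kinetic read; measured by: kinetic Fluo-8 calcium fluorescence; read-out basis: % activation vs EC15 and EC100 oxytocin; controls: EC15 oxytocin alone as 0%, 75 nM oxytocin as 100%; replicates: singlicate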
* hit, by the source's call; . = not tested or not shown.

cpd | structure | CHO-K1 Ca antag | M1 ag parental | CHO-K1 Ca PAM | V1aR counter | GPR7 antagonist
1 | O=[N+]([O-])c1cccc(S(=O)(=O)N2CCCCCC2)c1 | -4 | 0.5 | 21 | -0.9 | -11
2 | COC(=O)c1[nH]c2ccc(Cl)cc2c1NC(=O)C1CC1 | -7 | 0.5 | 17 | -0.9 | -13
3 | Cc1ccc(-c2csc(N(CCCN(C)C)C(=O)c3ccco3)n2)cc1 | -17 | 1.5 | 33 | 0.7 | 5
4 | O=C(CN1CCOCC1)Nc1ccc(N2CCN(c3ccccc3)CC2)c(F)c1 | -1 | -0.1 | -15 | 4.0 | -3
5 | COc1ccccc1N1CCN(C(=O)c2ccc3c(=O)n4c(nc3c2)CCCCC4)CC1 | -10 | 1.8 | 5 | 1.2 | .
6 | CC1(C)Cc2ccccc2C(=NC(Cc2ccccc2)C(=O)O)N1 (stereo unspecified) | -3 | -0.1 | -3 | -0.2 | -9
7 | O=S(=O)(c1ccc2[nH]c3c(c2c1)CCCC3)N1CCCCC1 | 6 | 6.1 | -14 | 1.2 | -30
8 | Cc1nc(SCC(=O)NCCN2C(=O)CSC2=O)nc(C)c1C | -4 | 0.1 | 16 | 1.3 | .
9 | CCn1c(=O)c2sccc2n(Cc2ccccc2)c1=O | -11 | 0.3 | 6 | -1.5 | -8
10 | CCc1nnc(NC(=O)Nc2ccccc2OC)s1 | 2 | 0.9 | 18 | 0.2 | 0

cpd | OXTR agonist | CHO parental Ca | TAAR1 antag | OXTR potentiator
1 | -2.3 | -7 | -6 | -3
2 | 0.4 | -2 | -6 | -9
3 | 3.9 | -14 | -19 | -9
4 | 2.1 | -1 | -25 | -7
5 | -1.8 | -6 | 11 | -5
6 | 0.8 | -2 | -27 | -14
7 | 1.1 | -6 | -24 | -9
8 | 2.2 | 0 | 5 | 0
9 | -2.2 | -5 | . | -11
10 | 0.1 | -7 | 2 | -2

Next section.
cpd | structure | CHO-K1 Ca antag | M1 ag parental | CHO-K1 Ca PAM | V1aR counter | GPR7 antagonist
11 | CNC(=O)N(O)C1N(NC(=O)Nc2cccc3ccccc23)C(=S)SC1(C)C (stereo unspecified) | -2 | 0.2 | 9 | 0.7 | -6
12 | CN1C(=O)N(c2ccc(Cl)cc2)C(C)(O)CC1(C)C (stereo unspecified) | -16 | 0.8 | 5 | . | -12
13 | Clc1ccc(CNCc2cccs2)c(Cl)c1 | 5 | 0.0 | 8 | -0.4 | -6
14 | CC(=O)CCc1c(C)nc2ccc(C)cc2c1Cl | 10 | 2.8 | 6 | -1.3 | 3
15 | CC(C)CCOP(=O)(c1ccccc1)c1ccccc1 | -1 | 0.5 | 16 | -2.1 | -3
16 | Cc1cc(OCc2nn[nH]n2)c2c(C)c(Cc3ccccc3)c(=O)oc2c1 | -11 | -0.2 | 4 | -1.1 | -9
17 | O=C(Nc1ccccc1OC(F)F)c1ccc(S(=O)(=O)N2CCOCC2)cc1 | -1 | 0.3 | -2 | 1.2 | -2
18 | CCC(CO)Oc1cc(NC(=O)c2ccc(F)cc2)c2ncn(C(C)C)c2c1 (stereo unspecified) | -21 | 0.2 | 14 | 0.2 | .
19 | O=C(OCCCN1CCCCC1)c1ccc(O)cc1 | -5 | 0.4 | 4 | 2.8 | -12
20 | Cc1cc(C)c(C)c(OCCCCn2cnc3ccccc3c2=O)c1 | -13 | 0.4 | 3 | -1.0 | -14

cpd | OXTR agonist | CHO parental Ca | TAAR1 antag | OXTR potentiator
11 | -1.3 | -20 | -6 | -6
12 | . | . | -2 | .
13 | -2.1 | -3 | 15 | 9
14 | -0.2 | -23 | 2 | -11
15 | -2.5 | -5 | -21 | -1
16 | -0.6 | 9 | -8 | -11
17 | 1.4 | -1 | -4 | -9
18 | -0.8 | -12 | 9 | 1
19 | 2.5 | -12 | -4 | -2
20 | -1.6 | -30 | -4 | -5

New compounds follow
cpd | structure | CHO-K1 Ca antag | M1 ag parental | CHO-K1 Ca PAM | V1aR counter | GPR7 antagonist
21 | O=C(CN(C(=O)c1csnn1)c1ccccc1Cl)NC1CCCCC1 | -26 | 1.0 | 18 | . | -10
22 | CSc1ccc(/C=C/c2ccc3cccc(O)c3n2)cc1 | -7 | 0.8 | 15 | 1.4 | -20
23 | Cc1c(C(=O)N/N=C/c2ccccc2)[nH]c2ccc(Cl)cc12 | 6 | 1.3 | 9 | 7.5 | -4
24 | Cc1coc2cc3oc(=O)c(Cc4ccccc4)c(C)c3cc12 | -6 | 0.5 | 14 | 0.8 | -1
25 | COc1ccc(C)cc1S(=O)(=O)N1CCN(S(=O)(=O)c2cc(C)ccc2OC)C(C)C1 (stereo unspecified) | 7 | 0.5 | -3 | -0.6 | 8
26 | Nc1ncn(C23CC4CC(CC(C4)C2)C3)n1 | -14 | 0.4 | 10 | -0.4 | 5
27 | O=C(Nc1ccc2nc(-c3cccs3)c(-c3cccs3)nc2c1)N1CCOCC1 | -5 | 4.1 | 14 | 0.8 | -4
28 | CN(C)c1ccc(N/C=C/C(=O)C(F)(F)F)cc1 | -8 | 0.3 | 13 | 1.0 | -2
29 | O=C(CSc1cccc[n+]1[O-])N1CCCc2ccccc21 | -15 | 0.5 | 22 | 0.7 | 2
30 | CC1CCc2c(sc(NC(=O)COC(=O)c3ccccc3NCc3ccco3)c2C#N)C1 (stereo unspecified) | 4 | -0.4 | -6 | 0.6 | -4

cpd | OXTR agonist | CHO parental Ca | TAAR1 antag | OXTR potentiator
21 | . | . | -13 | .
22 | 0.0 | -3 | -7 | -11
23 | 6.1 | -4 | 28 | -16
24 | -1.6 | -13 | 10 | -8
25 | -1.0 | -13 | 3 | -17
26 | 0.0 | 15 | 7 | -8
27 | 1.7 | -2 | 45 | -9
28 | 0.3 | -2 | -2 | 3
29 | 1.1 | -5 | 7 | 4
30 | -0.2 | -11 | 6 | -4

(more compounds)
cpd | structure | CHO-K1 Ca antag | M1 ag parental | CHO-K1 Ca PAM | V1aR counter | GPR7 antagonist
31 | COc1cc(/C=C/C(=O)NCc2cccnc2)cc(OC)c1OC | -12 | 0.2 | 14 | -0.1 | 5
32 | CCOC(=O)c1ccc(NC(=O)CCNS(=O)(=O)c2ccc3c(c2)oc(=O)n3C)cc1 | -3 | 0.7 | 10 | 0.6 | -2
33 | Cc1ccc(NC(=O)CN(C)C(=O)c2ccccc2Sc2ccccc2C#N)cc1 | -5 | 3.1 | -2 | -0.4 | .
34 | N#CC(NC(=O)OCc1ccccc1)c1ccccc1 (stereo unspecified) | -9 | -0.4 | 6 | -0.7 | .
35 | O=C(Cn1cc(/C=N/NC(=O)c2cccc(C(F)(F)F)c2)c2ccccc21)Nc1ccc(F)cc1 | -9 | 0.9 | -15 | -0.5 | 4
36 | CCN(CC)CCNc1nc2cc(OC)c(OC)cc2c2nc(-c3ccccc3)nn12 | 4 | 0.8 | -2 | 1.0 | -8
37 | CN1CCN(c2ccc(CNS(=O)(=O)c3ccc(F)cc3Cl)cc2)CC1 | -1 | 0.1 | -9 | 0.5 | -20
38 | COc1cc(OC)cc(C(=O)NNC(=S)NC2CC2)c1 | -7 | -0.2 | 0 | 0.0 | -4
39 | Cc1ccc(C(C)C)c(OCCN)c1 | -9 | 0.9 | 2 | 2.1 | 0
40 | Cc1ccc(OS(=O)(=O)c2c(C)nn(C)c2Cl)c(C)c1 | 9 | -0.7 | -23 | -0.5 | -21

cpd | OXTR agonist | CHO parental Ca | TAAR1 antag | OXTR potentiator
31 | 0.9 | 1 | 4 | -4
32 | 0.9 | -19 | 22 | -8
33 | -0.8 | -25 | -10 | -5
34 | -1.6 | -8 | 5 | -8
35 | 0.2 | -8 | 1 | -2
36 | 0.0 | -11 | -8 | -11
37 | 0.8 | -3 | 2 | -7
38 | -0.9 | -7 | 17 | 2
39 | 0.8 | -6 | -2 | -5
40 | -0.6 | 2 | -25 | -12

(more compounds)
cpd | structure | CHO-K1 Ca antag | M1 ag parental | CHO-K1 Ca PAM | V1aR counter | GPR7 antagonist
41 | Cc1ccc(NS(=O)(=O)c2cccc3cccnc23)cc1Cl | -7 | 0.5 | 1 | -0.2 | -21
42 | COc1ccc(CNC(=O)C(C)N=C2NS(=O)(=O)c3ccccc32)cc1OC (stereo unspecified) | 10 | 0.2 | -7 | -0.5 | 3
43 | Cc1ccc(C)c(NC(=O)COC(=O)CCCN=C2NS(=O)(=O)c3ccccc32)c1 | -8 | -0.1 | 9 | 0.3 | -5
44 | CC(=O)c1ccc(N2CCN(C(=O)c3cc(-c4ccncc4)nc4ccc(Br)cc34)CC2)cc1 | -9 | 6.1 | -1 | 0.3 | -20
45 | Oc1ccc(/C=N/N2CCN(Cc3ccccc3)CC2)cc1 | -17 | 3.5 | 18 | 2.0 | 11
46 | COc1ccc(-c2nc(CSCC(=O)N3CCc4ccccc43)c(C)o2)cc1OC | -3 | 1.4 | 16 | -0.7 | -8
47 | NC1=NC[C@H](Cc2ccc(O)cc2)N1CC1CCCCC1 | -7 | 0.1 | -9 | -1.0 | .
48 | Brc1ccc2c(c1)C(c1ccc(N3CCOCC3)cc1)=NNC(c1cccs1)=N2 | -4 | 0.5 | 20 | -0.4 | -7
49 | CC1(C(=O)NCc2ccccc2)CCC(=O)N1CCCn1ccnc1 (stereo unspecified) | 8 | 0.4 | 8 | . | .
50 | COCC1CCCN(Cc2cn(-c3ccccc3F)nc2-c2cc(C)sc2C)C1 (stereo unspecified) | -10 | 0.3 | 13 | -0.6 | -3
51 | CCOC(=O)c1c(NC(=O)CCNCc2ccco2)sc2c1CCC2 | . | . | . | -0.7 | 3
52 | COc1ccc(CCNC(=O)CCn2c(SCC(=O)N3CCCC3)nc3ccccc3c2=O)cc1OC | -10 | 0.7 | -18 | -0.6 | 2
53 | N#CCC(=O)Nc1ccc(C(=O)OCC(=O)Nc2cccc3ccccc23)cc1 | 2 | -0.2 | -2 | . | .

cpd | OXTR agonist | CHO parental Ca | TAAR1 antag | OXTR potentiator
41 | -2.0 | -24 | -4 | -18
42 | 1.1 | -11 | 8 | 1
43 | -1.6 | -10 | 7 | -1
44 | 1.9 | -24 | 32 | -4
45 | 3.4 | 4 | -11 | -10
46 | 0.6 | -13 | -7 | 1
47 | -1.1 | -11 | 4 | -9
48 | 0.3 | -13 | -4 | -2
49 | . | . | 1 | .
50 | -0.4 | -17 | -34 | -2
51 | 4.5 | -23 | . | -3
52 | -1.7 | -10 | -23 | 0
53 | . | . | -7 | .

Laid out differently: entries from further up
#19 O=C(OCCCN1CCCCC1)c1ccc(O)cc1
#20 Cc1cc(C)c(C)c(OCCCCn2cnc3ccccc3c2=O)c1

Compound | 19 | 20
CHO-K1 Ca antag | -5 | -13
M1 ag parental | 0.4 | 0.4
CHO-K1 Ca PAM | 4 | 3
V1aR counter | 2.8 | -1.0
GPR7 antagonist | -12 | -14
OXTR agonist | 2.5 | -1.6
CHO parental Ca | -12 | -30
TAAR1 antag | -4 | -4
OXTR potentiator | -2 | -5
